Bioassay records from PubChem BioAssay.
FLuc stim CS = firefly luciferase counter-screen for stimulation assays. 200,000 tested, under 10 active. ATPlite luciferase biochemical, luminescence, 10 min; 0 = ATP-free wells, 1 = DMSO control. P08659. activation factor at 10 µM;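 active = luciferase activation factor, scaled between plate controls, of at least 2 with compound at 10 µM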
Target sequence (P08659 whole entry, looked up): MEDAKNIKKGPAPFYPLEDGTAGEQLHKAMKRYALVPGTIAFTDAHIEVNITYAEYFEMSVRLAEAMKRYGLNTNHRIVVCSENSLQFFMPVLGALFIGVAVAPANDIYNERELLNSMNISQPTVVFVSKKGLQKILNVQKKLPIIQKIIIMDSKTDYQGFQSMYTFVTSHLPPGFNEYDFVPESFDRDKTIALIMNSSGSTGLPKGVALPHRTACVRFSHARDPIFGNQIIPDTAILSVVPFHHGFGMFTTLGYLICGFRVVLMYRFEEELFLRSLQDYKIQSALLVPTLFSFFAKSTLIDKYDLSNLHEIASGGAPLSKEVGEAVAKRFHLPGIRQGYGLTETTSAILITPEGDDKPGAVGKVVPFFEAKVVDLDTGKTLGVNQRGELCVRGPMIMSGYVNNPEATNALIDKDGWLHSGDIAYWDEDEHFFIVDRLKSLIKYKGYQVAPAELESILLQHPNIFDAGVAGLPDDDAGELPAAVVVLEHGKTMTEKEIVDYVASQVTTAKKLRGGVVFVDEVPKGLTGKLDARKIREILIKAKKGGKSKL
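Assay system: Luciferase/luciferin detection reagent, cell-free biochemical luciferase assay / Read-out: luciferase activation / Benchmarks: No-ATP low control, compound-free enzyme-plus-ATP high control / Medium: PBS buffer for ATP / Detection: luminescence measurement of luciferase light output / Schedule: 10 min at ambient temperature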
PMI act hi M6P = activators of human phosphomannose isomerase at near-saturating mannose 6-phosphate | P34949 | coupled PMI enzyme assay, resazurin fluorescence, 20 min; hits give high values; 1 = untreated enzyme, 0 = substrate-free blank | activation factor at 20 µM | 190,000 compounds, 0.34% hits;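 active = activation factor of 2 or more at 20 µM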
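Material: human phosphomannose isomerase with PGI, G6PDH, diaphorase coupling enzymes. Quantity: 15 ng/mL PMI. Medium: HEPES pH 7.4 buffer with MgCl2 and Tween-20. Reagent: Near-saturating mannose-6-phosphate, 1.0 mM. Compound: 20 µM single dose. Times: enzyme reaction with compound 20 min at room temperature. Detection: resorufin fluorescence at Ex 544/Em 590 nm.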
NF-kB expr up = compounds increasing NF-kB expression in human neuronal cells. fold change at 12.5 µM. NF-kB reporter expression; hits give high values. AID 1239. 190,000 compounds, 1.6% hits; in the data active = fold change above about 3.3
bIAP activator = increases bovine intestinal alkaline phosphatase activity; AID 1016; 200,000 compounds, 0.17% hits; activation factor at 20 µM; purified bovine IAP, CDP-star luminescence, 30 min; hits give high values; fold of DMSO-control signal, blank-subtracted;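 active = activation factor of 2 or more at 20 µM, a signal rise over negative controls twice the positive control's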
PMI act = phosphomannose isomerase (human) activation; P34949; purified human PMI, coupled resazurin fluorescence, 20 min; hits give high values; 1 = vehicle control, 0 substrate-free wells; activation factor at 20 µM; 190,000 compounds, 0.005% hits; AID 1214;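 active = activation factor of 2 or more at 20 µM, relative to plate controls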
TNAP inh noacc = blocks human TNAP activity with no phosphate acceptor present; P05186; purified TNAP, CDP-star luminescence, 30 min; inhibition, % at 20 µM; 200,000 compounds, 0.26% hits; AID 1012;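 active = tissue-nonspecific alkaline phosphatase inhibition above about 50% at 20 µM in the single-dose screen, limit read from the data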;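 also: 0% = DMSO negative control and 100% = EDTA positive control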
Target sequence (P05186 whole entry, looked up): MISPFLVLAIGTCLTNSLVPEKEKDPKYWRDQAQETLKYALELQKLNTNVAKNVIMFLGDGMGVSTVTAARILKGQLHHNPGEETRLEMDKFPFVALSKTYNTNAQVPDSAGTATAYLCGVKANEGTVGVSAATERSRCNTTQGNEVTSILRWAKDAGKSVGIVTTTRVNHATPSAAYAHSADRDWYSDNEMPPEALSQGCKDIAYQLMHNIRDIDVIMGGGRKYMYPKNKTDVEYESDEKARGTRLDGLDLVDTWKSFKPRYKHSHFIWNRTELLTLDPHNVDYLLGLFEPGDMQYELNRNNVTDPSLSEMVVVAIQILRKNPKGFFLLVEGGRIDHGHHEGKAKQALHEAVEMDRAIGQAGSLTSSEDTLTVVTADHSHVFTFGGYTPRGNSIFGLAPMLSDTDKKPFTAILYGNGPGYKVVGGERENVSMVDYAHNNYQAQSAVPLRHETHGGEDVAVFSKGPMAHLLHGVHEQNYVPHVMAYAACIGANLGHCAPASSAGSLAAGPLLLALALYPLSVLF
TNAP inh hiacc = TNAP (human) inhibition, high acceptor | purified TNAP, CDP-star luminescence, 1 M DEA | AID 1135 | P05186 | 200,000 compounds, 0.03% hits | inhibition, % at 20 µM;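 active = over 50% inhibition of tissue-nonspecific alkaline phosphatase at 20 µM in the single-dose screen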;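 also: plate controls were DMSO wells for no effect and EDTA-quenched wells as full inhibition for full effect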
TNAP act hi DEA = activators of human TNAP at high phosphate acceptor concentration | P05186 | purified TNAP, CDP-star luminescence, 1 M DEA, 30 min; hits give high values; 0 = EDTA background, 1 = DMSO-only activity | activation factor at 20 µM | 200,000 tested, under 10 active | AID 1136;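 active = activation factor at least 2 at 20 µM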
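Assay system: human TNAP; Input: enzyme diluted 1/800 final; Reagent: CDP-star luminogenic substrate at 100 µM final; Timing: 30 min, room temperature; Signal: luminescence; Evaluation: TNAP activation factor scaled between EDTA and DMSO control wells.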
FLuc inhib CS = Photinus pyralis luciferase inhibition counter-screen; P08659; ATPLite firefly luciferase biochemical luminescence, 10 min; inhibition, % at 10 µM; 200,000 compounds, 1.5% hits; AID 1006;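 active = inhibition above about 50% when tested at 10 µM, limit read from the data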
APP 5'UTR act = activates APP 5'UTR luciferase reporter; activation, % at 2 µM; AID 1276; SH-SY5Y APP 5'UTR luciferase reporter, luminescence; zero percent = DMSO vehicle wells; 190,000 compounds, 1% hits;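 active = activation above a set limit, based on mean plus 3 SD of controls, cut at about 140% in these data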; also: values of inactives mirror those of a sister screen read the other way
* = called active by the depositor; nt = not tested or not shown.

[1] CCCN(CCC)CCCNC(=O)CS(=O)Cc1nc(-c2ccc(OC)c(OC)c2)oc1C (stereo not given)
[2] CC(=O)NC1=NN(C(C)=O)C(C)(CCS(=O)(=O)c2ccc(Cl)c(Cl)c2)S1 (stereo not given)
[3] CC(=O)c1cccc(NC(=O)c2ccc(S(=O)(=O)N3CCCCC3)cc2)c1
[4] CCNS(=O)(=O)c1ccc(NC(=O)Nc2ccccc2OC)cc1
[5] CN(C)c1ccnc2sc(C(=O)c3ccccc3)c(N)c12
[6] Fc1ccc(C2=Nn3c(Cc4ccccc4F)nnc3SC2)cc1
assay / compound,1,2,3,4,5,6
FLuc stim CS,1,1,1,1,0.7,1.1
PMI act hi M6P,1,1,0.9,0.9,1,1
NF-kB expr up,1.2,1.1,0.81,1.4,3.8*,0.91
bIAP activator,1.1,1,0.9,0.8,0.9,0.9
PMI act,1,0.9,0.9,0.9,0.9,1.1
TNAP inh noacc,-2,-11,-4,-8,9,4
TNAP inh hiacc,6,-1,1,-6,6,-3
TNAP act hi DEA,0.9,1,1,1.1,0.9,1
FLuc inhib CS,-1,-3,3,0,31,-8
APP 5'UTR act,7,-1,22,20,74,4

[7] C=CCn1c(C)cc(C2=NNC(=NC(C)(C)C)SC2)c1C
[8] COc1ccc(N=C(N)N=C(N)N)c(OC)c1
[9] O=C(Nc1ccc(N2CCOCC2)cc1)c1c(F)cccc1Cl
[10] COc1ccc(-c2nc3c4ccccc4ccn3c2CN2CCCCC2)cc1
[11] COc1cccc(-c2ccc(SCC(=O)N3CCOCC3)nn2)c1
[12] N=c1sccn1CC(=O)Nc1ccc(S(=O)(=O)N2CCOCC2)cc1
assay / compound,7,8,9,10,11,12
FLuc stim CS,0.1,1,1,1.1,1,1
PMI act hi M6P,1,1,0.9,0.9,1.1,0.9
NF-kB expr up,0.37,1.3,1.2,0.85,nt,1.3
bIAP activator,1,1,0.9,0.9,1,0.9
PMI act,1,1,1,0.9,1.1,1
TNAP inh noacc,7,-5,-15,-8,-9,-6
TNAP inh hiacc,2,-3,-4,-9,-6,-4
TNAP act hi DEA,1,1,1,1.1,1.1,1
FLuc inhib CS,90*,1,-1,-6,2,-3
APP 5'UTR act,128,-3,2,-24,5,-1

[13] CC1(C)CC(NC(=O)CC(c2ccccc2)c2ccccc2)CC(C)(C)N1
[14] N#CC1(Cc2ccc([N+](=O)[O-])cc2)c2ccccc2C=CN1C(=O)c1ccccc1 (stereo not given)
[15] Cc1ccc(N2C(=O)c3ccc(C(=O)Nc4cccnc4)cc3C2=O)c(C)c1
[16] CSc1ccc(CN2C(=O)NC3(CCCCCCC3)C2=O)cc1
[17] CCc1cc2c3c(c1)C1(C(=O)N3C(C)(C)CC2C)C(C#N)=C(N)N2C(=C1C#N)Nc1ccccc12 (stereo not given)
[18] Cc1cccc(NC(=O)c2ccc(-n3ccnc3)nc2)c1
assay / compound,13,14,15,16,17,18
FLuc stim CS,1,1,1,1,1.1,1
PMI act hi M6P,1,0.8,0.9,0.9,0.7,0.9
NF-kB expr up,0.96,1.1,1.1,1,0.57,1.1
bIAP activator,1.1,0.8,0.9,0.8,0.7,0.9
PMI act,1,0.8,0.9,0.9,0.8,0.9
TNAP inh noacc,-6,-5,-2,-6,-9,-4
TNAP inh hiacc,-5,-2,0,2,-5,4
TNAP act hi DEA,1,1,1,1,1.1,1
FLuc inhib CS,1,-2,-4,-4,-9,4
APP 5'UTR act,11,-5,-8,9,10,12

[19] O=CC1=C(N2CCOCC2)/C(=C/c2ccc(Cl)cc2)CC1
[20] C=CCc1cccc2cc(C(=O)NC3CCCCC3)c(=O)oc12
[21] CCc1sc(C(=O)NC2CCN(C)CC2)cc1Br
[22] O=C1CC(c2ccc(F)cc2)CC(O)=C1C=NCCN1CCN(C(=O)Nc2ccccc2)CC1 (stereo not given)
[23] CCN1CCN(CCCNC(=O)c2ccc(/C=C3/Sc4ccccc4N(Cc4ccccc4F)C3=O)cc2)CC1
[24] Cc1nnc(SCCn2c(N3CCN(Cc4ccccc4)CC3)nc3c2c(=O)[nH]c(=O)n3C)s1
assay / compound,19,20,21,22,23,24
FLuc stim CS,1.1,1,1,1.1,1.1,1.1
PMI act hi M6P,1,0.9,1,1.1,1,0.9
NF-kB expr up,0.78,1.4,0.72,1.4,0.47,0.93
bIAP activator,1,1,0.9,1.2,1.2,1
PMI act,1.1,0.9,1,1.1,1.1,0.9
TNAP inh noacc,-11,-1,-12,-12,1,-1
TNAP inh hiacc,0,4,-7,-6,-3,-7
TNAP act hi DEA,1,1,1.1,1.1,1,1.1
FLuc inhib CS,-7,0,-1,-5,-7,-7
APP 5'UTR act,-14,37,-4,-3,-12,-13

Three entries from above, with values under each structure:
Value order – FLuc stim CS, PMI act hi M6P, NF-kB expr up, bIAP activator, PMI act, TNAP inh noacc, TNAP inh hiacc, TNAP act hi DEA, FLuc inhib CS, APP 5'UTR act
2: CC(=O)NC1=NN(C(C)=O)C(C)(CCS(=O)(=O)c2ccc(Cl)c(Cl)c2)S1 (stereo not given)
 : 1, 1, 1.1, 1, 0.9, -11, -1, 1, -3, -1
20: C=CCc1cccc2cc(C(=O)NC3CCCCC3)c(=O)oc12
 : 1, 0.9, 1.4, 1, 0.9, -1, 4, 1, 0, 37
16: CSc1ccc(CN2C(=O)NC3(CCCCCCC3)C2=O)cc1
 : 1, 0.9, 1, 0.8, 0.9, -6, 2, 1, -4, 9

Next part
[25] NS(=O)(=O)c1cccc(NC(=O)COC(=O)C2(c3cccc(F)c3)CCCC2)c1
[26] COc1ccc2[nH]c(=O)c(CN(C(=O)COc3ccccc3)C(C)C)cc2c1
[27] Cc1ccc(/C=C/C(=O)NCc2ccc(S(N)(=O)=O)cc2)o1
[28] Cc1ccc(Cl)cc1N1CCN(C(=O)CN2C(=O)c3cccc4cccc2c34)CC1
[29] COc1cc(OC)cc(C(=O)N[C@H](C(=O)Nc2ccc(S(=O)(=O)N(C)C)cc2)C(C)C)c1
[30] CCn1c(=O)cc(SCC(=O)NCCN2CCN(Cc3ccccc3)CC2)c2ccccc21
assay / compound,25,26,27,28,29,30
FLuc stim CS,1,1.1,1,1,1,1
PMI act hi M6P,0.8,1,0.9,0.9,1,0.9
NF-kB expr up,0.94,0.96,1.1,1.2,0.86,1.1
bIAP activator,0.9,0.9,0.9,1,1,1
PMI act,0.7,0.9,1,0.9,1.1,0.9
TNAP inh noacc,2,-5,18,-12,-12,1
TNAP inh hiacc,5,-7,5,-5,-1,-2
TNAP act hi DEA,0.9,1.1,1,1.1,1,1
FLuc inhib CS,-4,-10,1,0,0,-4
APP 5'UTR act,-18,7,-4,-4,-9,-13

Another view of some results above:
cpd	SMILES	FLuc stim CS	PMI act hi M6P	NF-kB expr up	bIAP activator	PMI act	TNAP inh noacc	TNAP inh hiacc	TNAP act hi DEA	FLuc inhib CS	APP 5'UTR act
28	Cc1ccc(Cl)cc1N1CCN(C(=O)CN2C(=O)c3cccc4cccc2c34)CC1	1	0.9	1.2	1	0.9	-12	-5	1.1	0	-4
29	COc1cc(OC)cc(C(=O)N[C@H](C(=O)Nc2ccc(S(=O)(=O)N(C)C)cc2)C(C)C)c1	1	1	0.86	1	1.1	-12	-1	1	0	-9
30	CCn1c(=O)cc(SCC(=O)NCCN2CCN(Cc3ccccc3)CC2)c2ccccc21	1	0.9	1.1	1	0.9	1	-2	1	-4	-13

The list continues.
[31] S=C(NCc1cccs1)Nc1cccc(Cl)c1Cl
[32] Cn1c(=O)c(NCCO)c2c3c(cccc31)C(=O)c1ccccc1-2
[33] COc1cc(OC)nc(-n2ncc(OC)c(Br)c2=O)n1
[34] Cc1ccc(-c2nnc(SCC(=O)NC(=O)Nc3ccc(C)cc3C)n2N)cc1
[35] COC(=O)C1=C(C)NC(=O)NC1c1cc(Cl)ccc1OC (stereo not given)
[36] CCn1cc(C(=O)O)c(=O)c2cc(F)c(N3CCN(S(=O)(=O)c4ccc(NC(C)=O)cc4)CC3)cc21
assay / compound,31,32,33,34,35,36
FLuc stim CS,1,1.1,1,1,1,1
PMI act hi M6P,0.9,0.9,1,1,1,1
NF-kB expr up,1.3,0.86,1.4,1,1.2,1
bIAP activator,1,0.8,0.7,0.8,0.9,0.4
PMI act,0.9,0.8,1,0.9,1,0.9
TNAP inh noacc,-14,-4,-11,-9,-16,-10
TNAP inh hiacc,-6,6,-2,0,-6,-3
TNAP act hi DEA,1.1,0.9,1,1,1.1,1
FLuc inhib CS,3,-5,-3,4,-4,-4
APP 5'UTR act,18,-6,-15,8,-6,20

[37] Cn1nnnc1SCC(=O)Nc1ccc(N2CCOCC2)cc1
[38] CC(/C=N/NC(=O)c1cc(C(C)(C)C)[nH]n1)=C\c1ccccc1
[39] Cc1ccc(-n2[nH]c(C)c(C=Nc3ccc(S(=O)(=O)N4CCOCC4)cc3)c2=O)c(C)c1
[40] Cc1c(C#N)c(N=CN(C)C)c(C(=O)c2ccccc2)n1-c1ccccc1
[41] O=C(c1cc(N2C(=O)C3C4CCC(C4)C3C2=O)ccc1Cl)N1CCCCCC1 (stereo not given)
[42] COc1cc(S(=O)(=O)N2CCCCC2)ccc1NC(=O)/C=C/c1ccccc1
assay / compound,37,38,39,40,41,42
FLuc stim CS,1,1,1.1,1,1.1,1.1
PMI act hi M6P,1.1,1,1.1,0.8,1.1,0.9
NF-kB expr up,1.1,0.92,1.1,1.2,0.97,0.77
bIAP activator,1,1,1.1,0.9,1.1,1
PMI act,1.1,1,1,0.8,1,0.8
TNAP inh noacc,-11,-9,-16,-7,-11,-7
TNAP inh hiacc,-2,-4,-2,2,-6,-6
TNAP act hi DEA,1,1,1,1,1.1,1.1
FLuc inhib CS,0,-2,-9,-4,-7,-6
APP 5'UTR act,20,9,-4,3,-6,-2

[43] O=c1[nH]cnc2sc(-c3ccccc3)cc12
[44] COCC(C)NC(=O)CSc1nc2nn(-c3ccccc3)c(=O)c-2c2n1CCCCC2 (stereo not given)
[45] O=C(NNC(=O)c1sc2cccc(Cl)c2c1Cl)Nc1ccccc1
[46] O=Cc1nc(-c2ccccc2Cl)n2ccccc12
[47] O=C(CCc1ccccc1)NNC(=O)COc1ccccc1
[48] COc1ccc2c(c1)C(c1cccs1)=NNC(c1cccnc1)=N2
[49] OCCNC(=S)Nc1ccc2nsnc2c1
[50] CCC(C)(C)NC(=O)C(c1ccc(F)cc1)N(Cc1ccco1)C(=O)c1cnccn1 (stereo not given)
assay / compound,43,44,45,46,47,48,49,50
FLuc stim CS,0.6,1.1,1,1,1,1,1,1.1
PMI act hi M6P,0.9,1,1.1,0.9,0.9,nt,0.8,1.1
NF-kB expr up,1.7,0.99,1.1,0.68,1.1,1.9,0.92,1.5
bIAP activator,0.8,1.1,0.9,0.9,1.2,1.2,1,0.9
PMI act,1,1,1.1,0.8,0.9,nt,0.8,1
TNAP inh noacc,-10,-6,-9,-6,-23,-5,2,-9
TNAP inh hiacc,-3,-4,0,-2,0,-3,-2,0
TNAP act hi DEA,1,1,1,1,1,1,1,1
FLuc inhib CS,37,-6,-1,-2,-1,-4,-3,-6
APP 5'UTR act,39,16,-1,-1,4,-12,-7,-8
